L3MBTL1 block: inhibitors of human L3MBTL1 | Q9Y468 | AlphaScreen L3MBTL1–H3K9me1 peptide binding | Potency, µM (top dose mostly 57.1 µM), inactives show at the highest dose activity, negative = inhibition, actives largely listed as inhibitors | 230,000 tested, 0.66% active | AID 485360; active means well fitted inhibition curve with a large enough effect; further: nearly all actives have a fitted effect of over 60% in size
Target sequence (Q9Y468 whole entry, looked up): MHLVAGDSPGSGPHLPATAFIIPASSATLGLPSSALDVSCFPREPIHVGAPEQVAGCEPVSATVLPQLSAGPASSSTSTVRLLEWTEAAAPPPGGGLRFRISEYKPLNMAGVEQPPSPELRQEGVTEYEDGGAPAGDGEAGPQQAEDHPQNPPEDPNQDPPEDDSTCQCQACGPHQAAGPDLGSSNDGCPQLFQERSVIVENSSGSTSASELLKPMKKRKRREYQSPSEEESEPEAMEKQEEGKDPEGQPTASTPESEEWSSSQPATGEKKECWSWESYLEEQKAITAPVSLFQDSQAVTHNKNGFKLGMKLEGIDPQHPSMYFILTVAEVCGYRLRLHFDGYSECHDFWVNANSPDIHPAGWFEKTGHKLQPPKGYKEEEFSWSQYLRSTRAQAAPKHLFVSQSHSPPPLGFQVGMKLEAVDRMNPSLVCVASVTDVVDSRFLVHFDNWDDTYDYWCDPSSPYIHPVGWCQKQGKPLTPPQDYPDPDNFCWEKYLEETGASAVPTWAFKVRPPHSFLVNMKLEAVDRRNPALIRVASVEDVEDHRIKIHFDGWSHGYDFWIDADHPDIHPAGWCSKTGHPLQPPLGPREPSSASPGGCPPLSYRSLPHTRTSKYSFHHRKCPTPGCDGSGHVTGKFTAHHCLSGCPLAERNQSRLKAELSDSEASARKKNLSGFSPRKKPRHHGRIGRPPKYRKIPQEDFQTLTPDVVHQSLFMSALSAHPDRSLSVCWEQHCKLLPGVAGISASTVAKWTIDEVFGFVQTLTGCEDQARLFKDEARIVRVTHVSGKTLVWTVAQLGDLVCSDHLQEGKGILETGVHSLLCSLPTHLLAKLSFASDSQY
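L3MBTL1 50 nM + b-AHA-H3(1-15)K9me1 75 nM, 30 min RT; compound added, 30 min RT; streptavidin donor/Ni-chelate acceptor beads 10 ug/mL each final, 30 min RT dark; AlphaScreen read.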
Numbers without * were called inactive; [ ] = dose if it differs, or a comment. On the % scale 0 is the no-effect control and ±100 the full control effect; potency means the concentration at half of the fitted maximal effect.

What do the screens show for `CCN(C[C@H]1N[C@@](C)(C(=O)OC)[C@H]2C(=O)N(Cc3ccccc3)C(=O)[C@@H]12)C(=O)c1ccc(F)cc1`?
L3MBTL1 block: 7.1%

How did COc1ccc(C2=NS(=O)(=O)N(C)C(C(=O)NCc3ccccn3)=C2)cc1OC do in these assays?
L3MBTL1 block: 5.9%

Results for O=[N+]([O-])c1ccccc1CS(=O)(=O)c1ccccc1 ?
L3MBTL1 block: 9.6%

How did O=C(COC(=O)/C=C/c1cccc(Br)c1)NCCc1ccccc1 do in these assays?
L3MBTL1 block: -1.1%

How did Cc1cccc(NC(=O)CN2CCN(C(=O)CNC(=O)Cc3cccc4ccccc34)CC2)c1C do in these assays?
L3MBTL1 block: -1.5%

How did CCOc1ccccc1C(=O)NCC(=O)NCC(c1ccc(OC)cc1)N1CCOCC1 (centres undefined) do in these assays?
L3MBTL1 block: 4.2%

What do the screens show for `O[C@H]1c2ccccc2[C@H](Cc2cncs2)[C@@H]1Br`?
L3MBTL1 block: -0.1%

What do the screens show for `CC1=N/C(=C/c2cc(Br)cc(Br)c2O)C(=O)O1`?
L3MBTL1 block: 5.1%

Results for O=C(/C=C/c1ccccc1[N+](=O)[O-])NNC(=O)c1ccncc1 ?
L3MBTL1 block: 5.4%

Results for COC(=O)c1ccc2c(C(C)(C)O)c(C(C)(C)O)[nH]c2c1 ?
L3MBTL1 block: 9.2%

How did COC(=O)c1ccccc1NC(=O)CCS(=O)(=O)c1cc2c(cc1C)NC(=O)CO2 do in these assays?
L3MBTL1 block: -3.7%

What do the screens show for `O=C(CCN=C1NS(=O)(=O)c2ccccc21)OCc1c(F)c(F)c(F)c(F)c1F`?
L3MBTL1 block: 3.3%

What do the screens show for `CC(=O)c1cc(Cl)ccc1OCC(=O)NC1CCCC1`?
L3MBTL1 block: 8.6%

What do the screens show for `CN(CC(=O)N1CCN(Cc2ccccc2)CC1)C(=O)Cc1cccc2ccccc12`?
L3MBTL1 block: 4.7%

How did CCCNC(=O)c1cc(S(=O)(=O)N2CCc3ccccc32)cn1C do in these assays?
L3MBTL1 block: 1.4%

Results for COc1ccc(-c2nc(CN3CCN(Cc4ccccc4)CC3)c(C)o2)cc1 ?
L3MBTL1 block: -7.4%

Results for CCc1ccc(NC(=O)C2CCN(S(=O)(=O)c3ccc4c(c3)CC(C)N4C(C)=O)CC2)cc1 (centres undefined) ?
L3MBTL1 block: -5.8%

How did N#Cc1ccc(-c2ccc(C3Nc4ccccc4C(=O)N3O)o2)cc1 (centres undefined) do in these assays?
L3MBTL1 block: -0.3%

Results for O=C(Nc1ccccn1)c1sc2cc([N+](=O)[O-])ccc2c1Cl ?
L3MBTL1 block: -3.1%

What do the screens show for `CN(CC(=O)Nc1cccc(F)c1)C(=O)CCCc1nc2ccccc2c(=O)[nH]1`?
L3MBTL1 block: -6.1%

What do the screens show for `COc1cc(/C=C/C(=O)N2CC(C)OC(C)C2)cc(OC)c1OC` (centres undefined)?
L3MBTL1 block: 20.3%

How did Cc1ccc(C(=O)OCC(=O)N2C(C)CCCC2C)s1 (centres undefined) do in these assays?
L3MBTL1 block: 0.2%

What do the screens show for `Cn1c(CNC(=O)c2ccco2)nnc1SCC(=O)Nc1ccccc1Cl`?
L3MBTL1 block: -4.7%

Results for C[C@@H]1CN([C@H](C)CO)C(=O)c2cc(NS(=O)(=O)c3cn(C)cn3)ccc2O[C@@H]1CN(C)S(C)(=O)=O ?
L3MBTL1 block: 5.3%

Four compounds picked at random from the list so far, as already listed:
How did Cc1ccc(C(=O)OCC(=O)N2C(C)CCCC2C)s1 (centres undefined) do in these assays?
L3MBTL1 block: 0.2%

Results for CCc1ccc(NC(=O)C2CCN(S(=O)(=O)c3ccc4c(c3)CC(C)N4C(C)=O)CC2)cc1 (centres undefined) ?
L3MBTL1 block: -5.8%

What do the screens show for `Cn1c(CNC(=O)c2ccco2)nnc1SCC(=O)Nc1ccccc1Cl`?
L3MBTL1 block: -4.7%

What do the screens show for `CN(CC(=O)N1CCN(Cc2ccccc2)CC1)C(=O)Cc1cccc2ccccc12`?
L3MBTL1 block: 4.7%

Additional structures:
How did O=C(NCc1ccccc1CN1CCCCC1)c1ccccc1N1CCCC1=O do in these assays?
L3MBTL1 block: 0.4%

What do the screens show for `Cc1ccc(NC(=O)CN(C)C(=O)c2cc3c(s2)CCCCC3)cc1`?
L3MBTL1 block: -1.4%

What do the screens show for `CCCCN1CCS(=O)(=O)N(Cc2ccccc2Br)CC(C(=O)OC)C1` (centres undefined)?
L3MBTL1 block: 0.1%

How did Cc1ccc2nc(-c3ccc(O)c(O)c3)cn2c1 do in these assays?
L3MBTL1 block: 31.6µM*

Results for CC(OC(=O)c1cc2ccccc2o1)C(=O)Nc1ccc(N2CCOCC2)cc1 (centres undefined) ?
L3MBTL1 block: -9.1%

Results for COc1ccc(-c2cc(C(=O)NCCCN3CCOCC3)c3ccccc3n2)cc1OC ?
L3MBTL1 block: 23.7%

What do the screens show for `CCc1cccc(C)c1NC(=O)COC(=O)c1cc([N+](=O)[O-])ccc1N1CCOCC1`?
L3MBTL1 block: 2.3%

What do the screens show for `Cc1ccc2nc(NC(=O)COC(=O)c3cccnc3)sc2c1`?
L3MBTL1 block: 7.1%

What do the screens show for `CCC(=O)NC(c1cccs1)c1cc([N+](=O)[O-])c2cccnc2c1OC` (centres undefined)?
L3MBTL1 block: -18.5%

What do the screens show for `O=C(NN=Cc1ccc(O)cc1O)c1ccccc1NS(=O)(=O)c1cccs1`?
L3MBTL1 block: -7.3%

Results for O=C(NCCOc1ccccc1F)c1cccc(S(=O)(=O)N2CCN(c3ccccc3)CC2)c1 ?
L3MBTL1 block: -1.1%

How did NC(=O)c1c(NC(=O)c2ccccc2F)sc2c1CCCC2 do in these assays?
L3MBTL1 block: 16.4%

3 compounds from above, ordered by heavy-atom count, falling:
Results for O=C(NCCOc1ccccc1F)c1cccc(S(=O)(=O)N2CCN(c3ccccc3)CC2)c1 ?
L3MBTL1 block: -1.1%

What do the screens show for `CCC(=O)NC(c1cccs1)c1cc([N+](=O)[O-])c2cccnc2c1OC` (centres undefined)?
L3MBTL1 block: -18.5%

How did NC(=O)c1c(NC(=O)c2ccccc2F)sc2c1CCCC2 do in these assays?
L3MBTL1 block: 16.4%

(continued)
Results for CC(C)C(=O)Nc1ccc2nn(-c3ccc(F)cc3)nc2c1 ?
L3MBTL1 block: -2.4%

Results for COc1ccccc1CCC(=O)OC(C)C(=O)Nc1c(C)n(C)n(-c2ccccc2)c1=O (centres undefined) ?
L3MBTL1 block: 4.8%

Results for Cc1cc(C)c(C(=O)OCC(=O)Nc2cccc(S(=O)(=O)N3CCCCC3)c2)c(C)c1 ?
L3MBTL1 block: -3.8%

Results for CC1CCCCC12NC(=O)N(CC(=O)Nc1nccs1)C2=O (centres undefined) ?
L3MBTL1 block: -4.6%

How did CCOc1ccc(NC(=O)CN(C)C(=O)c2csc3c2CCCC3)cc1OCC do in these assays?
L3MBTL1 block: -8.4%

How did CC(=O)c1ccccc1NC(=O)COC(=O)c1cc2ccccc2[nH]1 do in these assays?
L3MBTL1 block: 1.3%

How did CC1(c2ccccc2)NC(=O)N(NC(=O)COC(=O)c2cc(Br)ccc2O)C1=O (centres undefined) do in these assays?
L3MBTL1 block: 3.1%

How did CCCCCCSc1ccc(-c2nc3ccc(Cl)cn3c2NCCCC)cc1OC do in these assays?
L3MBTL1 block: 15.3%

What do the screens show for `COc1ccc(C(c2c(C)n(C)n(-c3ccccc3)c2=O)c2c(C)n(C)n(-c3ccccc3)c2=O)cc1`?
L3MBTL1 block: 2.0%

Results for CNC(=O)c1ccsc1NC(=O)C1CCN(S(=O)(=O)c2ccc(Cl)s2)CC1 ?
L3MBTL1 block: -7.9%

What do the screens show for `Cc1ccc(C2=NS(=O)(=O)N(C)C(C(=O)N3CCCCC3)=C2)cc1`?
L3MBTL1 block: 5.7%

What do the screens show for `CSCCC(NC(=O)c1ccccc1Cl)C(=O)NCC(c1ccco1)N1CCCCC1` (centres undefined)?
L3MBTL1 block: -4.9%

What do the screens show for `CC1CCC2(CC1)NC(=O)N(NC(=O)c1cccc(N(C)C)c1)C2=O` (centres undefined)?
L3MBTL1 block: 0.4%

What do the screens show for `Cc1cc(C)c(-c2csc(NC(=O)CCCc3nc4ccccc4c(=O)[nH]3)n2)c(C)c1`?
L3MBTL1 block: -7.9%

What do the screens show for `CN1C(=O)C(C)(C)c2cc(S(=O)(=O)N3CCC(C(=O)NCc4ccccc4Cl)CC3)ccc21`?
L3MBTL1 block: -0.5%

How did O=C(OCC(=O)N1CCCc2ccccc21)c1cccc(S(=O)(=O)N2CCOCC2)c1 do in these assays?
L3MBTL1 block: 1.2%

Results for COc1cc2nc(N(CCCN(C)C)C(=O)c3ccc(S(=O)(=O)N4CCc5ccccc54)cc3)sc2cc1OC ?
L3MBTL1 block: -5.0%

How did COc1ccc(C2=CN(Cc3ccccc3)C(c3ccccc3)CC2=O)cc1 (centres undefined) do in these assays?
L3MBTL1 block: -7.1%

What do the screens show for `CC1CCCC(NC(=O)NC(=O)COC(=O)c2ccc(O)cc2O)C1C` (centres undefined)?
L3MBTL1 block: -0.8%

What do the screens show for `CC(=O)NCCc1ccc(C(=O)CSc2nnc(C3CC3)n2C2CC2)cc1`?
L3MBTL1 block: 3.4%

How did Cn1c(N)c(C(=O)COC(=O)/C=C/c2ccc(F)cc2)c(=O)n(C)c1=O do in these assays?
L3MBTL1 block: 0.8%

What do the screens show for `Cc1ccc(N2CC(C(=O)NCCC3=CCCCC3)CC2=O)cc1` (centres undefined)?
L3MBTL1 block: -5.0%

What do the screens show for `O=C(CCCOc1ccccc1)N1CCN(S(=O)(=O)c2ccc(Cl)cc2)CC1`?
L3MBTL1 block: 30.7%[activator]

How did N#C/C(=C\c1cc2c(cc1Br)OCO2)c1ccc(C(=O)O)cc1 do in these assays?
L3MBTL1 block: -1.2%

What do the screens show for `CCOC(=O)C(=O)Nc1ccc(S(=O)(=O)Nc2nccs2)cc1`?
L3MBTL1 block: 4.3%

How did CC(=O)N1CCN(C(=O)c2cccc(NS(=O)(=O)c3ccc(Br)cc3)c2)CC1 do in these assays?
L3MBTL1 block: 0.5%

How did CCOc1ccc2nc(NC(=O)C3CSC4(C)CCC(=O)N34)sc2c1 (centres undefined) do in these assays?
L3MBTL1 block: -1.5%

Results for O=C(O)C1Cc2ccccc2CN1C(=O)c1ccco1 (centres undefined) ?
L3MBTL1 block: -6.7%[2.29 µM]

What do the screens show for `Cc1ccc2nc(SCC(=O)N/N=C/c3ccc(C(=O)O)cc3)cc(C)c2c1`?
L3MBTL1 block: 1.6%

What do the screens show for `COc1ccc2nc(-c3ccccc3)cc(C(=O)N3CCC3)c2c1`?
L3MBTL1 block: -0.9%

What do the screens show for `CN(C)S(=O)(=O)c1ccc(N2CCCC2)c(C(=O)OCC(=O)NC2CCCCC2)c1`?
L3MBTL1 block: 0.7%

What do the screens show for `C[C@@H](NC(=O)c1nc[nH]c1C(=O)N[C@H](C)c1ccccc1)c1ccccc1`?
L3MBTL1 block: -13.1%

Results for Cc1csc2nc(O)c(C(=O)NCCC3=CCCCC3)c(=O)n12 ?
L3MBTL1 block: 1.2%

How did Cc1ccc(S(=O)(=O)N2CCC(C(=O)OCC(=O)NCc3cccc(Cl)c3)CC2)cc1C do in these assays?
L3MBTL1 block: 0.2%

How did O=C(c1ccccc1)N1CCC(CC2CC(c3cccc(Br)c3)=NO2)(C(=O)NCC2CCCCC2)CC1 (centres undefined) do in these assays?
L3MBTL1 block: -4.3%

Results for Cc1ccc(C)c(N(CC(=O)NC(C)(C)C)C(=O)CCC(=O)Nc2nccs2)c1 ?
L3MBTL1 block: 10.9%

Among those listed so far, 5 contain an NH in an aromatic ring:
Results for COC(=O)c1ccc2c(C(C)(C)O)c(C(C)(C)O)[nH]c2c1 ?
L3MBTL1 block: 9.2%

What do the screens show for `CN(CC(=O)Nc1cccc(F)c1)C(=O)CCCc1nc2ccccc2c(=O)[nH]1`?
L3MBTL1 block: -6.1%

How did CC(=O)c1ccccc1NC(=O)COC(=O)c1cc2ccccc2[nH]1 do in these assays?
L3MBTL1 block: 1.3%

What do the screens show for `Cc1cc(C)c(-c2csc(NC(=O)CCCc3nc4ccccc4c(=O)[nH]3)n2)c(C)c1`?
L3MBTL1 block: -7.9%

What do the screens show for `C[C@@H](NC(=O)c1nc[nH]c1C(=O)N[C@H](C)c1ccccc1)c1ccccc1`?
L3MBTL1 block: -13.1%

Going on with the list:
Results for O=C(COc1cccnc1[N+](=O)[O-])Nc1c(Cl)cccc1Cl ?
L3MBTL1 block: 0.6%

Results for O=C(NCCc1ccc(C(F)(F)F)cc1)c1ccc2c(c1)OCO2 ?
L3MBTL1 block: 0.1%

What do the screens show for `COc1ccc(CCNC(=O)COc2cccc(-n3cnnn3)c2)cc1`?
L3MBTL1 block: 4.7%

Results for COC(=O)c1ccc(-n2nnnc2SCC(=O)Nc2ccccc2F)cc1 ?
L3MBTL1 block: 0.0%

What do the screens show for `CC(OC(=O)c1ccc(-n2cnnn2)cc1)C(=O)Nc1ccccc1F` (centres undefined)?
L3MBTL1 block: 0.2%

Results for Cc1cc(C)cc(NCc2ccncc2)c1 ?
L3MBTL1 block: -6.9%

Results for CCOC(=O)C1CCN(C(=O)c2cc(S(=O)(=O)N3CCc4ccccc43)ccc2OC)CC1 ?
L3MBTL1 block: -1.1%

Results for O=C(COC(=O)c1cc(=O)[nH]c(=O)[nH]1)Nc1cccc(Cl)c1 ?
L3MBTL1 block: 4.2%

How did CC[C@@H]1CCCCc2ccccc2[C@H](C(=O)C[C@H](O)CC(C)=O)OC1=O do in these assays?
L3MBTL1 block: -5.3%

How did O=C(CN1C(=O)C(=O)N(Cc2ccccc2)C1=O)c1ccc[nH]1 do in these assays?
L3MBTL1 block: -1.3%

Results for Cc1ccc(S(=O)(=O)CCC(=O)OCc2nc(N)nc(Nc3ccccc3C)n2)cc1 ?
L3MBTL1 block: 10.6%

How did CC(=O)N1CCN(CC(C)(C)NS(=O)(=O)c2ccccc2)CC1 do in these assays?
L3MBTL1 block: 3.1%

Results for CC(=O)Nc1ccc(N/C=C/C(=O)c2ccc(Cl)cc2)cc1 ?
L3MBTL1 block: 2.5%

High-throughput results from PubChem.

This is a subset; count on the stated rates, not on these rows.
